CR mimetic SO: yeast age-related superoxide inhibition as caloric restriction mimetic; S. cerevisiae aged cells, superoxide DHE fluorescence; hits give low values; superoxide response (% of plate mean), % at 10 µM; 0.18% of 330,000 active; AID 2690;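 active = superoxide response under a set limit, about three screen SD below normal, cut at about 65% in these data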;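 also: yeast aged for seven days with compound at 30 °C before DHE staining; 100% = average MFI of all compound-treated wells on the plate with controls excluded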
TPT1 inhibitor: inhibitors of Candida albicans tRNA 2'-phosphotransferase TPT1 | recombinant caTPT1, FP RNA substrate dephosphorylation | inhibition, % at 5 µM | 0.81% of 300,000 active | AID 1962;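 active = inhibition above the mean of all tested compounds plus 3 SD, set per screening campaign, cut at about 24% in these data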;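 also: plate controls were DMSO alone for no effect and ferristatin control at 100 nM for full effect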
EBNA-1 inhibitor: blocks EBNA-1 binding to DNA; EBNA-1 DNA binding, fluorescence polarization; AID 1950; 0.34% of 300,000 active; inhibition, % at 14.8 µM; in the data active = inhibition above about 28%
HCV core dimer: blocks dimerization of HCV core protein | TR-FRET GST/Flag-core106 dimerization, 1536-well | inhibition, % at 5 µM | 0.33% of 300,000 active;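 active = inhibition above the mean of all tested compounds plus 3 SD, set per screening campaign, cut at about 45% in these data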
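Assay system: GST-tagged and Flag-tagged HCV core protein residues 1-106 / Times: compound-protein-antibody incubation 4 h at 22.5 °C / Signal: time-resolved FRET, ex 340 nm, em 617 and 671 nm / Evaluation: % inhibition based on acceptor/donor emission ratio / Benchmarks: wells lacking GST-core106 and wells with excess unlabelled core106 / Repeats: singlicate, one well per compound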
Fh CTSL1 inh: blocks F. hepatica cathepsin L1 in PFM18AAP counter-screen; recombinant F. hepatica cathepsin L1, Z-Leu-Arg-MCA fluorescence; inhibition, % at 5.96 µM; 0.49% of 300,000 active; AID 1906;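 active = inhibition above the mean of all tested compounds plus 3 SD, set per screening campaign, cut at about 17% in these data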;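 also: 0% = plate median of test compound wells and 100% = 1 µM Z-Phe-Ala-diazomethylketone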
PP1 counter: blocks human PP1-alpha phosphatase, a PP5 counter-screen; 0.9% of 320,000 active; AID 2235; inhibition, % at 6.7 µM; purified PP1alpha, OMFP fluorescence; P62136;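 active = inhibition above the mean inhibition of all tested compounds plus 3 SD, computed separately for each screening campaign, cut at about 15% in these data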
Target sequence (P62136 whole entry, looked up): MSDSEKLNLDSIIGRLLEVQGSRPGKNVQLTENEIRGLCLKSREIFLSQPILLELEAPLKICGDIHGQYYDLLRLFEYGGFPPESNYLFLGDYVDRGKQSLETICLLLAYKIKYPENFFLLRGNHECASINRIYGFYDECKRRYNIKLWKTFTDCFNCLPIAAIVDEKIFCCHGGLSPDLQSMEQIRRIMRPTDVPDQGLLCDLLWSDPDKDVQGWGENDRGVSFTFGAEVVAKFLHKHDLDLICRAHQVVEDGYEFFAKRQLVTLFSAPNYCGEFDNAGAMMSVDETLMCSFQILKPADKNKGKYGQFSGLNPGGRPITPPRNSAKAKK
ZTA counter: counter-screen for EBNA-1 inhibitors: inhibitors of Epstein-Barr virus ZTA | P03206 | ZTA-DNA binding, fluorescence polarization | inhibition, % at 11 µM | 0.15% of 320,000 active | AID 2234; in the data active = inhibition above about 33%
Target sequence (P03206 whole entry, looked up): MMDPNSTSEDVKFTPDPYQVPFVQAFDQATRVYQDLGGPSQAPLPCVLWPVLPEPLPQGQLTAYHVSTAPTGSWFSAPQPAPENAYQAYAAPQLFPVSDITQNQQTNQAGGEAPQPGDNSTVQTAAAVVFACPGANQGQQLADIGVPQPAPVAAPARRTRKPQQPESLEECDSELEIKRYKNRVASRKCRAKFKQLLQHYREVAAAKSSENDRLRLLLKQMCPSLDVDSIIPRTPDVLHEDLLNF
PP5 inh: PP5 (human) phosphatase inhibition. P53041. purified PP5c, OMFP substrate fluorescence. inhibition, % at 6.7 µM. 0.18% of 320,000 active;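 active = inhibition above the campaign's mean inhibition across all tested compounds plus 3 SD, cut at about 9.5% in these data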;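 also: 0% = DMSO only and 100% = 100 µM cantharidin control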
JMJD2C inh: human JMJD2C demethylase inhibition; 0.069% of 330,000 active; GST-JMJD2C(1-420) H3K9me3 demethylation, DELFIA europium; inhibition, % at 2.35 µM; Q9H3R0; AID 2099;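 active = more than half of a compound's replicate wells show inhibition beyond 50%, single wells judged on their own value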;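 also: signal counts dimethyl H3K9 product captured on neutravidin plate; 0% = median of DMSO wells and 100% = 0.3 times that DMSO median; strong numbers were not always called active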
Target sequence (Q9H3R0 1-420 limits assumed): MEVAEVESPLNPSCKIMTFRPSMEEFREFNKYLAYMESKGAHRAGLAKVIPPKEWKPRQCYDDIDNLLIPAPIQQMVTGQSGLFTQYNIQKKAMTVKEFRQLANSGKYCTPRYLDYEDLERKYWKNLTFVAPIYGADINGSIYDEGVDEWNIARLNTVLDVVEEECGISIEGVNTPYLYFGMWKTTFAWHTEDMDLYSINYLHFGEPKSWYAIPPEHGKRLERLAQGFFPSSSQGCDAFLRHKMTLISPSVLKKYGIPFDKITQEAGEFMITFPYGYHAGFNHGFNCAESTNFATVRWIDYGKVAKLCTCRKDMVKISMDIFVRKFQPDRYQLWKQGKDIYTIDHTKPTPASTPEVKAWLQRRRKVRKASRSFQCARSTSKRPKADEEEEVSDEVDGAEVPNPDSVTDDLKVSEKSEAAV
* hit, by the source's call; i = inactive; nt = no result given; & = joins results of further samples.

SMILES	CR mimetic SO	TPT1 inhibitor	EBNA-1 inhibitor	HCV core dimer	Fh CTSL1 inh	PP1 counter	ZTA counter	PP5 inh	JMJD2C inh
O=C(CCS(=O)(=O)Cc1ccccc1F)NCCc1ccc(Cl)cc1	115	1	-12	-2	-5	-2	-14	3.5	4
CCc1nnc(NC(=O)CSc2nnc(C3CC3)n2C)s1	98	1	13	-1	-3	-5	9	1.2	-7
COc1ccc(C(=O)NCc2ncccc2C)cc1OC1CCN(C(C)=O)CC1	94	-1	-10	-1	6	-7	-13	-4.0	6
COc1ccc(C)cc1S(=O)(=O)N(C)CC(=O)N1CCCCCC1	79	-3	-5	-6	-3	1	-26	2.4	-3
Cc1cc(OCc2cc(C(=O)N(C)CCCN3CCOCC3)no2)cc(C)c1Cl	101	-1	-16	-6	-1	1	-3	3.7	13
O=C(NCCc1ccccc1)C1CC(=O)N(CCc2ccccc2)C1 (centres undefined)	94	-1	-18	-14	1	-2	-30	2.0	8
O=C(Nc1ccc2oc(=O)ccc2c1)c1ccc(-c2cccc(Cl)c2)o1	94	3	32*	11	6	6	5	-1.7	0
CCn1c(/C(C#N)=C(\O)CCc2ccccc2)nc2ccccc21	92	-1	9	11	4	-2	0	-1.0	-3
Cc1ccc(NC(=S)N(CCN(C)C)Cc2cccs2)cc1C	105	3	-7	0	-2	-7	5	-2.2	1
Cc1cc(C)n2nc(C(=O)Nc3ccc(S(=O)(=O)N4CCCCC4)cc3)nc2n1	104	-1	-8	-5	4	-3	-9	-0.1	-8
O=C(N/N=C/c1cc([N+](=O)[O-])ccc1O)C(O)(c1ccccc1)c1ccccc1	98	2	-13	-8	1	11	-13	0.2	1
CNc1nc(Sc2cccc(C(F)(F)F)c2)cc(C(F)(F)F)n1	89	1	4	1	1	1	4	0.7	3
COc1ccc(NC(=O)COC(=O)c2cc(OC)c(OC)cc2NC(=O)c2ccco2)cc1OC	113	11	-6	0	-1	-4	0	0.9	18
COc1ccc(NC(=O)C2CCCN(S(=O)(=O)c3cccc4cccnc34)C2)c(OC)c1 (centres undefined)	97	-2	10	2	2	-2	-3	-0.3	-3&1
O=C(NCCc1ccc(F)cc1)c1coc(=O)c(Br)c1	73	3	8	-1	4	-2	-4	-2.1	3
CC1CCN(S(=O)(=O)N2CCCC(C(=O)NCc3ccc(F)cc3)C2)CC1 (centres undefined)	96	2	-9	1	0	-7	2	0.8	0
Cc1ccc(NS(=O)(=O)c2ccc(Br)s2)nc1	101	2	-15	3	3	-1	3	2.7	-7
CCCCCCCCOC(=O)C[N+](C)(C)C/C=C(/C)Cl	86	0	1	3	0	-2	20	0.6	4
COC(=O)c1ccc(NC(C(=O)OC)C(C)C)c([N+](=O)[O-])c1 (centres undefined)	120	0	-13	-15	-1	-1	-10	0.2	8
O=C(CN1CCN(c2nc(-c3ccc(Cl)cc3)cs2)CC1)NCc1ccco1	114	21	2	3	4	16*	-5	6.3	i
CCOc1ccc(NC(=O)C2CCC(C)(C(=O)O)C2(C)C)cc1 (centres undefined)	103	4	-5	-2	0	-2	-1	3.8	3
CCCOc1ccc(-c2c(C(=O)N/N=C/c3ccco3)nnn2-c2nonc2N)cc1	112	-2	-9	-6	-3	2	-19	2.7	-4
O=C(CNC(=O)c1ccc(Br)o1)NCC(=O)OCc1ccccc1	106	3	-6	-2	0	-1	5	-0.3	-4
Cc1nn(Cc2ccccc2)c(C)c1/C=N/NC(=O)c1cccnc1	113	-1	-5	-4	0	-1	-5	2.0	-2
CCOc1ccccc1C(=O)N[C@H](C(=O)NCc1ccccc1)C(C)C	108	0	9	2	2	1	0	-2.0	0
Cc1ccc(NC(=O)CSc2nnc(-c3cnccn3)n2-c2ccccc2)cc1	107	5	-14	4	1	1	-9	5.3	7
COc1ccc(CCNC(=O)CC2SC(=NCc3ccccc3)NC2=O)cc1 (centres undefined)	102	3	-14	0	5	-4	0	-0.3	-27
C[C@]12CC[C@@H]3c4ccc(OS(=O)(=O)O)cc4CC[C@H]3[C@@H]1CCC2=O	101&103&97	2&-1&-2	2&-2&1	5&12&7	4&7&1	-3&-4&1	1&4&7	-1.9&-0.2&-0.1	25&-5
CC(=O)Oc1ccc(OC(C)=O)c(SCCCCCN2CCOCC2)c1	84	1	0	2	-17	-1	7	6.0	6
COc1ccc(C(=O)N2CCC(C(=O)Nc3ccc4c(c3)OCO4)CC2)cc1	96	5	13	8	-1	-2	-5	1.8	4
C[C@H]1CN(Cc2ccccc2)C(=O)[C@@H]1CC(=O)NCc1ccccc1	90	-1	17	3	2	-1	9	-0.7	-12
c1nnc(-c2ccc3c(c2)OCO3)o1	95	6	-7	-2	-5	-5	-1	1.3	-2
COc1ccc(C(=O)OCC(=O)NCC2CCCO2)cc1 (centres undefined)	93	-2	7	-4	1	-2	-4	-2.0	9
CC(=O)c1cc(CN2CCC(n3nccc3NC(=O)c3ccccc3C)CC2)cs1	98	-1	-3	-2	-1	0	0	0.4	-2
CCOc1ccccc1N1CCN(C(=O)c2c(-c3c(F)cccc3Cl)noc2C)CC1	106	-2	-3	9	1	1	-4	1.1	-2
CCCC(O)(c1ccccc1)C(CN1CCOCC1)c1ccccc1 (centres undefined)	94	-2	4	0	7	-2	8	-1.4	6
C/C(=N\NC(=O)CN1CCCCC1)c1cccc([N+](=O)[O-])c1	112	-1	-13	-4	1	-3	-19	2.2	5
C/C=C(\C)C(=O)O[C@@H]([C@H](O)c1cc2ccc(=O)oc2cc1OC)C(C)(C)O	100	nt	nt	nt	nt	-3	2	-0.8	-3
O=C(CCN1CCCCC1)N/N=C/c1c[nH]c2ccccc12	98	-2	-5	-1	0	-2	0	0.1	7
Cn1cnnc1SCCC(=O)Nc1ccccc1	94	-4	-4	-1	3	-1	-10	1.4	-7
COc1cc(NC(=O)CCN2CCN(C)CC2)cc(OC)c1	98	0	1	-6	4	-5	4	-1.1	7
S=c1[nH]nc(COc2ccc3ccccc3c2)o1	128	-6	7	-1	-2	1	16	-0.9	9
O=C(C1CC1)N1CCc2cc(Br)cc(S(=O)(=O)NCC3COc4ccccc4O3)c21 (centres undefined)	91	-8	11	10	0	6	9	0.4	2
N#CC1=C(N)Oc2c(oc(CO)cc2=O)C12C(=O)Nc1ccc(Cl)cc12 (centres undefined)	102	-7	8	4	-2	0	2	-2.4	6
COCC(=O)Nc1nnc(COc2ccccc2)s1	89	-1	-2	-6	2	-2	-5	-0.2	-8
CCOC(=O)c1c(C)[nH]c(C)c1S(=O)(=O)N(C)CC(=O)Nc1cccc(F)c1	88	-3	1	0	6	-4	16	-0.5	14
Cc1c(CNC(=O)c2nn3c(c2Cl)NC(c2ccccc2)CC3C(F)(F)F)cnn1C (centres undefined)	85	-1	7	1	2	-1	-2	1.9	nt
O=[N+]([O-])c1cc2c(cc1/C=N/Nc1nc(N3CCCC3)nc(N3CCCC3)n1)OCO2	99	0	3	9	2	-1	-9	1.1	-4
CC(=O)N1CC2(C)CN(C(C)=O)CC(C)(C1)C2=O	95	-2	0	1	-3	-1	-23	0.1	-6
CCOC(=O)c1cc(-c2cccs2)[nH]n1	103	1	-3	-1	0	0	-1	-0.3	1

A second format for three compounds above.
Screens in order: CR mimetic SO, TPT1 inhibitor, EBNA-1 inhibitor, HCV core dimer, Fh CTSL1 inh, PP1 counter, ZTA counter, PP5 inh, JMJD2C inh
S=c1[nH]nc(COc2ccc3ccccc3c2)o1
 : 128, -6, 7, -1, -2, 1, 16, -0.9, 9
O=C(C1CC1)N1CCc2cc(Br)cc(S(=O)(=O)NCC3COc4ccccc4O3)c21 (centres undefined)
 : 91, -8, 11, 10, 0, 6, 9, 0.4, 2
O=[N+]([O-])c1cc2c(cc1/C=N/Nc1nc(N3CCCC3)nc(N3CCCC3)n1)OCO2
 : 99, 0, 3, 9, 2, -1, -9, 1.1, -4

Marked active in EBNA-1 inhibitor (from the list above):
| mol | TPT1 inhibitor | EBNA-1 inhibitor | HCV core dimer | PP5 inh | JMJD2C inh |
| --- | --- | --- | --- | --- | --- |
| O=C(Nc1ccc2oc(=O)ccc2c1)c1ccc(-c2cccc(Cl)c2)o1 | 3 | 32* | 11 | -1.7 | 0 |

The results go on.
SMILES	CR mimetic SO	TPT1 inhibitor	EBNA-1 inhibitor	HCV core dimer	Fh CTSL1 inh	PP1 counter	ZTA counter	PP5 inh	JMJD2C inh
Cc1cccc(OCCNC(=S)NC(=O)c2cncc(Br)c2)c1	98	-1	6	3	4	1	7	-1.6	-24
CCc1cc2c(CN3CCN(C)CC3)cc(=O)oc2cc1O	103	-6	-2	2	0	0	1	2.0	-5
O=C(CCC1CCCC1)N1CCN(C(=O)c2cccnc2)CC1	115	1	14	7	-5	-5	0	-0.6	3
CCc1ccc(C(=O)COC(=O)c2ccc(-c3nnc(-c4ccccc4)o3)cc2)cc1	111	-2	3	2	-1	-3	9	-2.8	10
Cc1ccc(N=Cc2cccc(O)c2O)c(C)c1	101	2	1	1	-1	3	-6	1.3	3
O=C(CN(C(=O)CNC(=O)c1cccs1)c1ccc(F)cc1)NC1CCCC1	96	0	-8	2	2	-1	-7	-0.3	8
O=C(NC(=S)N1CCN(CCO)CC1)C12CC3CC(CC(C3)C1)C2	100	-3	16	-3	0	-3	18	-1.7	5
CCOC(=O)c1c(C)[nH]c(C(=O)OCC(=O)NCCc2ccc(OCC)c(OCC)c2)c1C	85	-1	5	-4	-1	0	3	1.1	1
COc1ccc(OC)c(Nc2nnc(C)c(=O)[nH]2)c1	100	-4	-9	-3	-4	-4	-10	-0.9	34
CC1=C/C(=C(/c2ccc(O)c(C)c2)c2ccccc2S(=O)(=O)O)C=CC1=O	249	nt	nt	nt	nt	2	-14	0.5	1
Cc1ccc(-c2cc(C(=O)N/N=C/c3cccnc3)c3ccccc3n2)cc1C	99	0	3	7	1	2	-2	4.9	-24
O=C(Nc1ccc(F)cc1)c1sc2cc(C(F)(F)F)cnc2c1-c1cccs1	104	3	-2	-33	1	0	17	1.6	-5
C[C@@H]1C=C(C(=O)NCc2ccccc2)O[C@H](OCc2ccc(CO)cc2)C1	105	-1	13	-16	0	3	-8	3.4	-11
Cc1cc(C)c([N+](=O)[O-])cc1-c1ccc(/C=N/NC(=O)c2nonc2N)o1	99	2	-16	12	1	5	-10	4.4	0
Cc1ccnc(NS(=O)(=O)c2ccc(NC(=O)C3CC3)cc2)n1	93	3	-8	5	3	-3	-13	2.6	3
O=C(CN1C(=O)NC(CCc2ccccc2)C1=O)NC1CC1 (centres undefined)	95	-4	14	0	-1	1	3	-3.0	4
CC1(C(=O)OCC(=O)Nc2cccc(S(=O)(=O)NC3=NCCCCC3)c2)CC1(Cl)Cl (centres undefined)	108	2	-6	0	-5	0	-19	-2.0	10
O=c1[nH]c(Sc2ccc([N+](=O)[O-])cc2[N+](=O)[O-])nc2ccccc12	119	-2	0	-6	2	9	-28	3.9	-44
COc1ccccc1OCCC(=O)Nc1cccc(S(=O)(=O)N2CCOCC2)c1	86	nt	nt	nt	nt	-5	0	-3.2	nt
CC(C)c1ccc(CCNC(=O)c2ccc([N+](=O)[O-])cc2)cc1	86	0	-2	5	5	-2	-1	0.8	24
CCCc1nnc(NC(=O)NCCN2C(=O)C3C4C=CC(C4)C3C2=O)s1 (centres undefined)	95	-3	9	8	1	-2	10	-0.8	-6
CCOC(=O)C[n+]1c(C)ccc2c1CCC2	97	-3	5	-1	-1	-1	22	0.3	3
O=C(NC1CCCCC1)C(c1cccs1)N(Cc1cccs1)C(=O)c1cccs1 (centres undefined)	105	4	-2	17	-3	4	-5	4.4	47
CCCCc1ccc(NC(=S)NCc2ccccc2OC)cc1	103	0	-7	12	3	1	6	2.2	11
Cc1ccc(NC(=O)CS(=O)Cc2nc(-c3ccc(C)cc3)oc2C)cc1 (centres undefined)	118	6	6	-1	3	2	6	0.6	-3
CCn1nc(NC(=O)c2ccccc2)c2cc3cccc(C)c3nc21	90	-5	1	-10	-2	1	1	1.6	4

Compound activity: PubChem, several laboratories
